Yp Topo-I inh: inhibitors of Yersinia pestis topoisomerase I; Y. pestis Topo-I cleavage product accumulation, plate reader; activity, % at 10 µM; hit rate 0.064% among 360,000; in the data active = activity above about 50%, passing the limit was not always enough; inconclusive = no clear call, values can overlap the other calls; also: inactives centre near 2
DUSP3 inh: inhibitors of human VHR1 phosphatase (DUSP3); inhibition, % at 13.3 µM; hit rate 0.52% among 290,000; recombinant VHR phosphatase, pNPP absorbance; AID 1654; in the data active = inhibition above about 50%; also: some compounds called inactive have numbers as strong as hits
Target sequence (P51452 whole entry, looked up): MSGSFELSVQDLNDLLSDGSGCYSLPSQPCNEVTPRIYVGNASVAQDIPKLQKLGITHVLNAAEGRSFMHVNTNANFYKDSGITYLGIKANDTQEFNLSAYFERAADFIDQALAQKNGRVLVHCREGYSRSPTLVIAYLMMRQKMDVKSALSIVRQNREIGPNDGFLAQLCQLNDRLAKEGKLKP
CCHF vOTU inh: blocks the CCHF virus ovarian tumor domain protease | hit rate 0.55% among 370,000 | inhibition, % at 11.5 µM | CCHFV vOTU protease, Pep-AMC fluorescence | AID 651958; in the data active = inhibition above about 30%; also: 0% = vehicle wells with enzyme and 100% = no enzyme wells
PrPC surface inh: reduces human prion protein on the cell surface; P04156; cell surface PrPC, TR-FRET read-out; inhibition, % at 13.8 µM; hit rate 0.43% among 370,000; AID 720596; in the data active = inhibition above about 24%; also: 0% = median of the test wells and 100% = reference compound wells
BH1578 lux ind: induces V. cholerae light production without autoinducers; V. cholerae BH1578 lux reporter, luminescence, 6 h; hit rate 0.16% among 350,000; activation, % at 18.7 µM; in the data active = activation mostly above about 9.7%, no sharp cut-off; inconclusive = no clear call, values can overlap the other calls; inactive = mostly below about 3.7%; also: not every result past the cut was called active; inactives centre near 0; reference of the scale not given here
Rv3671c protease: inhibitors of M. tuberculosis serine protease Rv3671c | P9WHR9 | inhibition, % at 5.96 µM | hit rate 0.048% among 320,000 | AID 2606; in the data active = inhibition above about 38%;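 also: extracellular domain of Rv3671c used as enzyme; 0% = enzyme with DMSO and 100% = no enzyme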
Target sequence (P9WHR9 whole entry, looked up, the tested form may be a part): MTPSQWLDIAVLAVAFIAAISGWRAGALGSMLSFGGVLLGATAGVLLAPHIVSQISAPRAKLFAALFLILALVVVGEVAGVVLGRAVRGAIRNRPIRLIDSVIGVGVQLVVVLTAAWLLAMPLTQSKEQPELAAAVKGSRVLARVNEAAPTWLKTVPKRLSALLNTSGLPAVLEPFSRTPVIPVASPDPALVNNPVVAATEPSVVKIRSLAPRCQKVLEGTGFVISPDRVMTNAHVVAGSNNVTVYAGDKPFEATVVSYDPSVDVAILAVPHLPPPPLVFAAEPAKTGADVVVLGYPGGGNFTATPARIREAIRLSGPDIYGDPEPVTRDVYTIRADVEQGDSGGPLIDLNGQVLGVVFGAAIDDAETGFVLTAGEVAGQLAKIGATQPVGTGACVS
TcdB GH inh: inhibitors of Clostridioides difficile toxin B glycohydrolase. TcdB glycohydrolase enzymatic assay, plate reader. hit rate 0.24% among 350,000. inhibition, % at 9.99 µM; in the data active = inhibition above about 10%
SSB-PriA inh: blocks PriA binding to SSB C-terminal tail | AlphaScreen SSBct-PriA binding, biotinylated peptide | inhibition, % at 33 µM | hit rate 0.6% among 430,000 | AID 1272365; in the data active = inhibition mostly above about 37%, no sharp cut-off; inactive = mostly below about 20%;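 also: plate controls were negative control peptide for no effect and reference peptide for full effect; strong numbers were not always called active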
3CLpro inhibitor: SARS-CoV 3CLpro protease inhibition | inhibition, % at 6 µM | recombinant SARS-CoV 3CLpro, quenched FRET peptide cleavage | hit rate 0.14% among 290,000; in the data active = inhibition above about 12%
MazEF act: increases E. coli MazEF RNase cleavage of RNA. FAM/BHQ RNA-DNA oligo cleavage fluorescence, 5 h. activation, % at 20 µM. hit rate 0.32% among 350,000. AID 504720; in the data active = activation above about 50%
Target sequence (P0AE70 whole entry, looked up): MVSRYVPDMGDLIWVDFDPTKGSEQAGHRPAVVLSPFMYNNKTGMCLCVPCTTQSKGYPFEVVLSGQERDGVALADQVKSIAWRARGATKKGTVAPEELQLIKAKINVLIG
Active calls of the source: *; i = inactive; ? = inconclusive; . = not tested or not shown; & = joins results of further samples. This is a subset; the hit share may differ from the screen's.

No.	SMILES	Yp Topo-I inh	DUSP3 inh	CCHF vOTU inh	PrPC surface inh	BH1578 lux ind	Rv3671c protease	TcdB GH inh	SSB-PriA inh	3CLpro inhibitor	MazEF act
1	CCCCSc1nnc(C)c(=O)[nH]1	5	-2	-11	-5	i	3	1.7	-12	-5	6
2	O=C(Oc1ccc(Cl)cc1N1C(=O)CCC1=O)c1ccco1	12	-1	7	-1	-1.7	10	.	-3	15*	2
3	Nc1cc(=O)[nH]c(SCCSc2cc(Cl)ccc2Cl)n1	11	0	11	11	i	2	0.4	-7	0	5
4	CN(Cc1ccccc1)C1CCNCC1	-10	4	0	-5	-0.8	14	1.0	-7	0	10
5	O=C(CN1CCN(C(=O)C2CCC2)CC1)Nc1ccc(F)cc1	3	.	3	-5	-1.4	-7	1.7	-10	.	-34
6	O=C(CSc1nc2ccccc2c(=O)n1NC(=O)Cc1ccccc1)NCc1ccccc1Cl	6	44	4	-5	-0.4	-18	.	-3	2	2
7	COc1ccc(S(=O)(=O)N2CCN(C(=O)c3cccc(Cl)c3)CC2)cc1	2	19	1	-2	1.7	7	.	-3	0	-5
8	COc1ccc(C(=O)Cn2c3ccccc3n3nc(CCC(=O)O)c(=O)nc23)cc1OC	-1	30	-7	7	-0.2	0	.	-18	-1	0
9	Cc1nnc(NC(=O)CSc2nnc(-c3ccoc3C)n2CC(C)C)s1	13	-2	14	0	5.9	4	.	5	1	2
10	O=C1N=C(N2CCN(c3ccccc3)CC2)S/C1=C\c1ccco1	19	-4	8	-7	-3.3	-6	-1.6	4	-2	-1
11	COc1ccc(N=Cc2ccc[nH]2)cc1	-5	21	3	0	i	3	.	6&3	0	-5
12	CCn1c(=O)cc(OCC(=O)NC2CCCCC2)c2ccccc21	10	9	4	-1	-3.5	1	.	0	0	3
13	Cc1cc(C)n(-c2ccc(N3CCOCC3)nn2)n1	0	-16	1	-8	-0.1	-3	.	3	3	4
14	O=C(NCCc1ccccc1)C1CCCN1S(=O)(=O)c1cccc2nsnc12 (configuration not stated)	-10	48	-2	-34	i	-8	1.0	6	-3	15
15	Cc1ccnc(SCC(=O)N2CCN(C(c3ccccc3)c3ccccc3)CC2)n1	29	11	3	3	.	-6	.	10	-2	4
16	CCOC(=O)C[C@H]1c2ccc(C(F)(F)F)cc2S(=O)(=O)N1C1CCCC1	11	.	3	6	-2.1	7	.	-9	.	7
17	COc1cc(C(=O)O)cc(NC(=O)c2ccco2)c1OC	2	8	14	0	-0.3	4	2.1	-7	2	-17
18	CS(=O)(=O)Nc1ccccc1C(=O)N1CCN(c2ccccc2)CC1	.	19	8	-6	.	2	.	.	-1	.
19	Cc1c(C(=O)O)cccc1-n1c(C)cc(/C=C2\C(=O)NC(=O)N(c3ccc4c(c3)OCO4)C2=O)c1C	11	16	-2	2	-0.2	8	-1.6	-6	2	2
20	C#CCOCCOCCOCCNc1nc(N2CCN(C(=O)[C@H]([C@@H](C)CC)n3cc([C@@H](N)CC(C)C)nn3)CC2)nc(N2CCN(C(=O)[C@H](Cc3ccc(O)cc3)n3cc([C@@H](N)CC(C)C)nn3)CC2)n1	.	36	21	-6	.	-11	0.5	3	2	17
21	Cn1cccc1CC(=O)N/N=C/c1ccc(Cl)cc1	10	1	-15	-5	3.5	-3	0.6	i	3	-6
22	O=C(CSc1nnc(Nc2ccccc2)s1)NCCN1C(=O)CSC1=O	-11	13	14	-2	-0.2	-3	.	0	-2	-3
23	Cc1ccc(N(CC(=O)Nc2ccccc2-c2ccccc2)S(=O)(=O)c2ccccc2)c(C)c1	15	-8	0	1	-0.3	-23	1.2	-12	0	-12
24	CCN(CC)C(=O)[C@H]1CC(CC(=O)NCCN2CCOCC2)C(=O)N2CCc3c([nH]c4ccc(OC)cc34)[C@]12C (some centres not stated)	-3	.	10	-6	i	.	1.0	-7	.	4
25	CC(C)(C)CC(=O)NCc1cccs1	10	34	-10	2	i	2	0.9	-1	5	0
26	CCN(CC)c1ccc(C(=O)OCC(=O)Nc2ccccc2-c2ccccc2)cc1	?	-14	6	5	-0.3	0	0.7	-32	-2	-5
27	CCOC(=O)N/N=C/C=C/c1ccccc1[N+](=O)[O-]	-11	13	10	3	-0.8	3	0.7	.	3	4
28	Cc1cc(C)nc(SCC(=O)NCc2ccco2)n1	0	17	7	-3	i	2	.	-2	-4	2
29	COc1cccc2c1CCc1c-2nc2ccccc2c1C(=O)O	4	-8	-3	7	i	0	-0.7	-15	-3	-2
30	CCS(=O)(=O)N1CCN(c2ccc(C(=O)NC34CC5CC(CC(C5)C3)C4)cc2[N+](=O)[O-])CC1	6	-2	-8	0	-0.6	0	.	8	-2	3
31	Cc1ccc2c(c1)NC(c1cccs1)C1=C(CC(C)(C)CC1=O)N2 (configuration not stated)	7	12	-1	-10	-0.3	-2	1.5	2	6	1
32	COc1ccc(CNC(=O)COC(=O)[C@@H]2CCCN2C(=O)c2cccs2)cc1	10	.	7	-1	i	6	-0.9	2	.	0
33	Fc1ccccc1CSc1nc2ccccc2[nH]1	2	-23	4	-4	-1.3	1	.	1&-16	4	-2
34	Cn1cc(S(=O)(=O)NC2CCCCC2)c(=O)n(C)c1=O	-4	.	-12	-2	7.1	9	0.8	-23&-11	.	4
35	O=C(Nc1ccc(Cl)c(Cl)c1)N1N=CCC1c1ccccc1 (configuration not stated)	3	15	-7	5	-0.2	.	1.6	-17	-6	2
36	CC1(C)CC(=O)C2=C(C1)N(Cc1ccccc1)C(=O)C2(NC(=O)C(C)(C)C)C(F)(F)F (configuration not stated)	-3	32	6	-4	6.2	2	.	-5	2	-7
37	O=c1c2ccccc2nc(-c2ccco2)n1CCc1ccc(O)cc1	2	16	0	-3	i	-6	1.9	13	-1	8
38	C/C=C/c1ccc(OCCCCN(C)Cc2ccccc2)c(OC)c1	-3	10	26	-6	-0.4	5	0.3	14	1	4
39	c1ccc2ncc(-n3cnnn3)cc2c1	-2	5	-4	0	-0.3	-1	.	-1	-1	7
40	CC(C)(C)S(=O)(=O)N1C[C@H]2CC/C=C\C/C(c3ccccc3)=C\2[C@@H]1CCO	21	.	-2	-9	i	.	2.1	-4	.	0

3 structures from above, sorted by heavy-atom count, ascending.
No.	SMILES	Yp Topo-I inh	DUSP3 inh	CCHF vOTU inh	PrPC surface inh	BH1578 lux ind	Rv3671c protease	TcdB GH inh	SSB-PriA inh	3CLpro inhibitor	MazEF act
39	c1ccc2ncc(-n3cnnn3)cc2c1	-2	5	-4	0	-0.3	-1	.	-1	-1	7
31	Cc1ccc2c(c1)NC(c1cccs1)C1=C(CC(C)(C)CC1=O)N2 (configuration not stated)	7	12	-1	-10	-0.3	-2	1.5	2	6	1
37	O=c1c2ccccc2nc(-c2ccco2)n1CCc1ccc(O)cc1	2	16	0	-3	i	-6	1.9	13	-1	8

Next compounds.
No.	SMILES	Yp Topo-I inh	DUSP3 inh	CCHF vOTU inh	PrPC surface inh	BH1578 lux ind	Rv3671c protease	TcdB GH inh	SSB-PriA inh	3CLpro inhibitor	MazEF act
41	CC(=O)Nc1ccc(C(=O)Nc2ccc3c(c2)OCCO3)cc1	3	10	-11	3	i	6	0.8	-19	2	2
42	CN=c1sc(C(=O)Nc2cccc(Cl)c2)cc(=O)n1C	-3	16	16	-2	i	0	.	-9	3	-5
43	COc1ccc(OCC(O)CN2CC(C)OC(C)C2)cc1 (configuration not stated)	-5	22	5	0	-0.4	0	0.3	-7	2	3
44	CC(=O)c1cccc(NC(=O)N2C3CCCC2CC(NC(=O)C2CC2)C3)c1 (configuration not stated)	-6	12	0	-2	0.6	-5	-0.7	-18	-4	-9
45	O=C(O)Cc1sc(=O)[nH]c1O	6	.	5	5	i	.	-0.1	-7	.	-20
46	O=C(COC(=O)c1cc(Br)ccc1O)NC12CC3CC(CC(C3)C1)C2	-3	.	-1	0	i	3	0.0	-7	.	0
47	CC(C)NC(=O)NC(=O)COC(=O)c1ccccc1F	4	30	-1	-6	i	-8	.	-15	-4	6
48	Cc1nn(Cc2ccccc2Cl)c(C)c1C(=O)N1CCN(c2ccccc2)CC1	5	7	-5	-2	i	-8	0.5	0	2	0
49	O=C(Nc1cccc(C(=O)N2CCCCCC2)c1)c1ccco1	-2	3	12	6	i	-7	.	-11	3	4
50	CC1(C(=O)OCC(=O)Nc2nc(-c3ccc(F)c(F)c3)cs2)CC1(Cl)Cl (configuration not stated)	-20	-5	5	9	i	-24	0.1	9	7	5
51	COc1cc2ccccc2cc1C(=O)Nc1ccc(S(=O)(=O)Nc2cc(C)on2)cc1	-1	10	12	-1	i	-6	.	2	5	-3
52	CCOC(=O)Nc1ccc(NC(=O)c2c(OC)cccc2OC)cc1	-1	11	-11	9	i	-7	2.0	-3	-4	10
53	C[C@@H]1CCCCO[C@@H](CN(C)C(=O)c2ccncc2)[C@@H](C)CN([C@H](C)CO)C(=O)c2cc(NC(=O)Cc3ccccc3)ccc2O1	29	.	-2	-3	-0.5	.	1.0&-0.7	.	.	8
54	CCOC(=O)Cc1c(C)nc2c(-c3ccccc3)cnn2c1C	6	19	-6	-2	i	4	2.3	-12	0	5
55	COC(=O)C1C(=O)c2c([nH]c(C(=O)OCCSC)c2C)CC1C (configuration not stated)	5	-4	-2	11	-0.4	3	1.2	-8	-1	12
56	CSc1ccccc1NC(=O)c1ccc(CN2CCOCC2)cc1	3	16	-10	-2	-0.5	1	1.2	-5	-5	9
57	CC1CCN(C2=C(NS(=O)(=O)c3ccccc3)C(=O)c3ccccc3C2=O)CC1	17	-23	1	-24	-0.5	-2	-1.5	64*	7	2
58	CC(C)(C)c1ccc(C2(C)NC(=O)NC2=O)cc1 (configuration not stated)	0	36	-11	2	-1.0	-1	1.4	1	4	1
59	COC(=O)[C@@]12CCCN1[C@H](c1ccc(-c3ccccc3)cc1)[C@@H]1C(=O)N(C)C(=O)[C@@H]12	4	.	-3	7	-3.0	-9	0.2	-12	.	-4
60	CCCn1c(SCC(=O)N(C)CC(=O)Nc2ccc(C)cc2)n[nH]c1=O	-2	.	2	-3	-5.7	-4	-0.4	0	.	7
61	O=C(CSc1nnc(-c2ccncc2)n1Cc1ccccc1)NC1CCCc2ccccc21 (configuration not stated)	32	2	-5	-2	3.3	-8	0.1	-8	-2	1
62	CSc1ccc(CN(C)C(=O)c2cc(=O)c3ccccc3o2)cc1	28	26	8	-3	-0.3	3	1.3	-2	-5	2

An excerpt from above, limited to 3CLpro inhibitor, Yp Topo-I inh and SSB-PriA inh.
# | canonical_smiles | 3CLpro inhibitor | Yp Topo-I inh | SSB-PriA inh
53 | C[C@@H]1CCCCO[C@@H](CN(C)C(=O)c2ccncc2)[C@@H](C)CN([C@H](C)CO)C(=O)c2cc(NC(=O)Cc3ccccc3)ccc2O1 | . | 29 | .
54 | CCOC(=O)Cc1c(C)nc2c(-c3ccccc3)cnn2c1C | 0 | 6 | -12
55 | COC(=O)C1C(=O)c2c([nH]c(C(=O)OCCSC)c2C)CC1C (configuration not stated) | -1 | 5 | -8
56 | CSc1ccccc1NC(=O)c1ccc(CN2CCOCC2)cc1 | -5 | 3 | -5

Gathered by group, those above with a COOH group (five)
No.	SMILES	Yp Topo-I inh	DUSP3 inh	CCHF vOTU inh	PrPC surface inh	BH1578 lux ind	Rv3671c protease	TcdB GH inh	SSB-PriA inh	3CLpro inhibitor	MazEF act
8	COc1ccc(C(=O)Cn2c3ccccc3n3nc(CCC(=O)O)c(=O)nc23)cc1OC	-1	30	-7	7	-0.2	0	.	-18	-1	0
17	COc1cc(C(=O)O)cc(NC(=O)c2ccco2)c1OC	2	8	14	0	-0.3	4	2.1	-7	2	-17
19	Cc1c(C(=O)O)cccc1-n1c(C)cc(/C=C2\C(=O)NC(=O)N(c3ccc4c(c3)OCO4)C2=O)c1C	11	16	-2	2	-0.2	8	-1.6	-6	2	2
29	COc1cccc2c1CCc1c-2nc2ccccc2c1C(=O)O	4	-8	-3	7	i	0	-0.7	-15	-3	-2
45	O=C(O)Cc1sc(=O)[nH]c1O	6	.	5	5	i	.	-0.1	-7	.	-20

Screening results as filed in PubChem.
